Screening data as filed in PubChem BioAssay.
AGP1-GFP MLPCN = alters AGP1-GFP fluorescence in TOR pathway yeast screen | S. cerevisiae AGP1-GFP multiplex flow cytometry, 3 h; GFP as percent of DMSO wells | GFP response vs DMSO, % at 10 µM | 320,000 tested, 0.02% active | AID 2066;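 active means GFP response relative to DMSO above a set limit, near screen average plus 3 SD, cut at about 150% in these data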;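 further: median GFP channel fluorescence of the gated AGP1 strain per well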
GLD-1 TGE inh = GLD-1-TGE RNA interaction inhibition (C. elegans); Q17339; purified GLD-1 + fluorescein TGE RNA, fluorescence polarization; inhibition, % at 5.96 µM; 320,000 tested, 0.44% active; AID 2280;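 active means percent inhibition above a per-plate cutoff, the plate mean of test compounds plus 3 SD, cut at about 30% in these data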;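 further: 0% = DMSO wells with GLD-1 and probe and 100% = wells lacking GLD-1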
Target sequence (Q17339 whole entry, looked up): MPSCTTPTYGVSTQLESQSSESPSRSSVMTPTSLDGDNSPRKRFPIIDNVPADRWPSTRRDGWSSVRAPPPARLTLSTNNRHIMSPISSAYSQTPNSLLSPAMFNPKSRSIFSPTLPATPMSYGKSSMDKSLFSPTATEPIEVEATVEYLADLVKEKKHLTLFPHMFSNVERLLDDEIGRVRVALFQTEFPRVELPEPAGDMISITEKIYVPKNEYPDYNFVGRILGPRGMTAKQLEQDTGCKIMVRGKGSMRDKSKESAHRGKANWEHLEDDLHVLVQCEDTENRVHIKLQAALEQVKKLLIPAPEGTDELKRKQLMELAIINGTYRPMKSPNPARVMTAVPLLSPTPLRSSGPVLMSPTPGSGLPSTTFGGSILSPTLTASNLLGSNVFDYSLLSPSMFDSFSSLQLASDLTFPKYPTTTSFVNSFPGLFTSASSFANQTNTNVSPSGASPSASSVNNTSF
GRK2 inh = blocks RNA aptamer binding to human GRK2; P25098; inhibition of aptamer binding, % at 10 µM; 330,000 tested, 0.59% active; bead flow cytometry, FAM-aptamer displacement from GRK2;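 active means inhibition of aptamer binding above 40%, roughly 3 SD of noise, on plates passing a quality check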;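 further: median bead fluorescence of bound FAM aptamer so fluorescent compounds give negative values; no value below 0 was filed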
Fam108B inh = blocks mouse Fam108B hydrolase in RBBP9 counter-screen. recombinant Fam108B, FP-Rh probe fluorescence polarization. 300,000 tested, 0.33% active. AID 1947. inhibition, % at 9.51 µM;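 active means inhibition above the screen mean inhibition plus 3 SD, computed separately per campaign, cut at about 18% in these data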;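 further: inhibitors lower polarization as less probe binds the enzyme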
CIT2 TOR yeast = yeast TOR pathway CIT2-GFP modulation; S. cerevisiae CIT2-GFP strain, flow cytometry, 3 h; 100 means same as DMSO wells; AID 2029; GFP response vs DMSO, % at 10 µM; 320,000 tested, 0.065% active;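 active means GFP response relative to DMSO above a set limit, near the screen mean plus 3 SD, cut at about 150% in these data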;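 further: ratio of well median GFP fluorescence to mean of DMSO wells on the plate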
MCL1-BIM inh = disrupts human MCL1 binding to BIM-BH3 peptide; Q07820; GST-MCL1 / FITC-Bim-BH3 fluorescence polarization; inhibition, % at 10.9 µM; 320,000 tested, 0.68% active;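 active means inhibition above the mean inhibition of all tested compounds plus 3 SD, set per campaign, cut at about 40% in these data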;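 further: 0% = DMSO wells and 100% = unlabeled Bim-BH3 peptide control; higher means more loss of mP so more displacement of Bim peptide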
Target sequence (Q07820 whole entry, looked up): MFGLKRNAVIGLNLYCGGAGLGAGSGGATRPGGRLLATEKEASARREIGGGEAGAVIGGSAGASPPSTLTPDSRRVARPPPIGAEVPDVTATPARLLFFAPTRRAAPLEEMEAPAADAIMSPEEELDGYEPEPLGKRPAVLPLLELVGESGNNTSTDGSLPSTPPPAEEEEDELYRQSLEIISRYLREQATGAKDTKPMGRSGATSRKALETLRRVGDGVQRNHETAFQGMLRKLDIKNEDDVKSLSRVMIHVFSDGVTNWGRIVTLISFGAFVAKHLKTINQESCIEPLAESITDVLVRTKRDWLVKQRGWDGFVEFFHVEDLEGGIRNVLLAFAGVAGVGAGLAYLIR
MEX-5 binding = C. elegans MEX-5 TCR-2 RNA binding activity | MEX-5/FITC-TCR2 RNA binding, fluorescence polarization; stronger effect = lower value | AID 1832 | 300,000 tested, 0.38% active | activity score (negative = inhibition of binding), % at 10 µM;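 active means inhibition past about -25% in most replicates, and total fluorescence under double the plate's negative control median, limit read from the data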;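 further: 0% = DMSO and -100% = 5 µM competing unlabeled TCR2 RNA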
BCLXL inh = inhibitors of human Bcl-xL | Q07817 | GST-Bcl-xL / FITC-Bim BH3 peptide fluorescence polarization | inhibition, % at 10.9 µM | 320,000 tested, 0.7% active;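 active means inhibition above the mean of all tested compounds plus 3 SD, cutoff set per campaign, cut at about 30% in these data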;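 further: 0% = DMSO wells and 100% = unlabeled Bim-BH3 peptide competitor; inhibitors lower millipolarization by displacing the labeled peptide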
Target sequence (Q07817 whole entry, looked up): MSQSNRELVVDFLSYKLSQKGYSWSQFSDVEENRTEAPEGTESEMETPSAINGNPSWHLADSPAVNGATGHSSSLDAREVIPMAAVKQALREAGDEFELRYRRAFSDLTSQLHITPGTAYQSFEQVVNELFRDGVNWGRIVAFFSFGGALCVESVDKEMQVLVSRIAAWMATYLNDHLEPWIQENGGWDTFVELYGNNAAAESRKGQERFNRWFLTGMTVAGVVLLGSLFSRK
VLA-4 inh = inhibition in a human VLA-4 binding assay; VLA-4 expressing cells, ligand binding flow cytometry; 330,000 tested, 0.2% active; P13612; AID 2557; inhibition, % (about 7 µM as worked out from the volumes in the protocol); in the data active means inhibition above about 50%
* marks the source's active call; other numbers are inactive results; nt = no result given.

mol	Fam108B inh	MCL1-BIM inh	BCLXL inh	VLA-4 inh	MEX-5 binding	GRK2 inh	CIT2 TOR yeast	GLD-1 TGE inh	AGP1-GFP MLPCN
O=C(CCCC(=O)OCC(=O)c1cccs1)Nc1ccc(Oc2ccccc2)cc1	9	-1	5	4	-1.1	2	103	0	106
COc1ccc(CCNC(=O)c2cccc(S(=O)(=O)N3CCCCCC3)c2)cc1	nt	2	-5	8	nt	2	103	7	97
C=CCn1c(=S)sc2c(=O)[nH]cnc21	-7	2	6	0	-0.8	1	87	-1	98
CCOc1ccc(C(C(=O)NC2CCCCC2)N(C(=O)Cc2cccs2)c2ccc(-n3cnnn3)c(OC)c2)cc1 (centres undefined)	1	4	7	19	0.3	0	98	2	97
CC(=O)Oc1ccc(C(=O)Nc2cccc(C(=O)c3ccc(C)c(C)c3)c2)cc1	-20	-7	-1	-10	-0.4	0	99	7	102
CCn1c(C)c(C(C)=O)c(N2CCCCC2)nc1=S	-1	20	11	17	-3.2	2	96	0	103
COc1ccc(CNC(=O)C(C)N2C(=O)NC(c3ccccc3)(c3ccccc3)C2=O)cc1 (centres undefined)	nt	1	-4	-16	nt	0	106	-1	102
C/C(=N\NC(=O)Cc1ccc(Cl)cc1)c1cccnc1	nt	nt	nt	10	-0.5	1	87	nt	93
CN(C)C(=O)CN(C)S(=O)(=O)c1ccc(Cl)cc1	1	7	-1	-1	-0.9	0	104	9	100
CCOc1cc2c3c(c1)C1(C(=O)N3C(C)(C)CC2C)C(C#N)=C(N)N2C(=C1C#N)Nc1ccccc12 (centres undefined)	-4	1	4	26	1.1	12	94	-7	96
CCN1C(=O)[C@H]2[C@@H](c3ccc(-c4ccc(Cl)c(Cl)c4)c(OC)c3)N[C@@](C)(C(=O)OC)[C@H]2C1=O	1	13	7	22	-5.5	0	92	4	81
COc1ccc(CNC(=O)COC(=O)CN2C(=O)COc3ccccc32)cc1	-2	1	3	3	-5.2	0	95	4	101
Cc1ccc(-c2nc3ccccc3c(=O)n2NC(=S)N(C)C)cc1	4	8	3	16	2.0	4	91	-5	106
O=C(O)c1nn(CC(=O)N(C2CCCCC2)C2CCCCC2)c(=O)c2ccccc12	0	0	1	-7	1.0	4	82	1	93
COc1ccccc1C(=O)NCCC(=O)N1CCN(C(C)=O)CC1	-2	-2	-1	4	-4.0	0	87	4	97
O=C(Nc1ccc(C(=O)N2CCN(c3ccc(Cl)cc3)CC2)cc1)C1=CSCCO1	1	0	9	3	0.5	2	90	2	86
CCOC(=O)N1CCN(C(=O)c2ccc3nc(N4CCCCC4)sc3c2)CC1	2	1	6	-3	1.8	0	106	7	101
Oc1ccccc1-c1nc(/C=C/c2ccccc2)nn1-c1ccccc1	-4	-4	-5	-23	-1.6	0	92	1	94
Cn1c(-c2ccsc2)c(-c2cccs2)c2cc(-c3ccc4cc[nH]c4c3)ccc21	nt	-14	-3	35	nt	0	95	-4	97
CCOC(=O)Cc1csc(NC(=O)/C=C/c2ccc(OC)cc2)n1	-2	4	11	-5	0.0	0	90	0	94
O=C(c1ccc([N+](=O)[O-])cc1)N1CCSC1c1ccccc1 (centres undefined)	2	10	2	12	0.0	0	109	-4	109
O=C(/C(=C/O)N=Nc1ccccc1)c1ccncc1	-2	-3	2	-13	0.1	3	64	-1	79
CC(NC(=S)NCCc1ccccc1)C(c1cccs1)N1CCN(Cc2ccccc2)CC1 (centres undefined)	-3	12	3	36	-1.8	0	95	2	101
CCCCNC(=O)CSc1nc2ccsc2c(=O)n1C1CCN(C(=O)OCC)CC1	-3	1	1	7	-3.4	2	107	1	102
O=C(CN(Cc1cccs1)C(=O)CNS(=O)(=O)c1ccc(F)cc1)NCc1ccco1	5	4	3	24	2.1	0	101	6	96
C/C=C/C=C/C(=O)N1CC[C@]23c4ccccc4N[C@H]4N(C)c5cccc6c5[C@]42CCN([C@H]6C2OC2(C)C)[C@H]13 (some centres undefined)	4	4	3	8	-2.2	3	98	4	99
O=C(NC1CCS(=O)(=O)C1)c1cccc(S(=O)(=O)N2CCCCCC2)c1 (centres undefined)	1	2	1	7	-3.4	2	102	6	101
O=C(CC(O)(C(F)(F)F)C(F)(F)F)Nc1ccc(Cl)c(Cl)c1	-6	1	2	14	nt	3	101	8	101
CN(CCOc1ccccc1)C(=O)CCc1c[nH]c2ccccc12	1	-8	1	1	1.1	0	111	2	99
CCOC(=O)c1c(NC(=O)CSc2ncn[nH]2)sc(C(=O)N(C)C)c1C	4	-3	1	-10	1.6	3	100	-3	102

Seven structures out of the list, arranged by count of non-hydrogen atoms, falling.
mol	Fam108B inh	MCL1-BIM inh	BCLXL inh	VLA-4 inh	MEX-5 binding	GRK2 inh	CIT2 TOR yeast	GLD-1 TGE inh	AGP1-GFP MLPCN
C/C=C/C=C/C(=O)N1CC[C@]23c4ccccc4N[C@H]4N(C)c5cccc6c5[C@]42CCN([C@H]6C2OC2(C)C)[C@H]13 (some centres undefined)	4	4	3	8	-2.2	3	98	4	99
O=C(CN(Cc1cccs1)C(=O)CNS(=O)(=O)c1ccc(F)cc1)NCc1ccco1	5	4	3	24	2.1	0	101	6	96
O=C(CCCC(=O)OCC(=O)c1cccs1)Nc1ccc(Oc2ccccc2)cc1	9	-1	5	4	-1.1	2	103	0	106
CC(=O)Oc1ccc(C(=O)Nc2cccc(C(=O)c3ccc(C)c(C)c3)c2)cc1	-20	-7	-1	-10	-0.4	0	99	7	102
Oc1ccccc1-c1nc(/C=C/c2ccccc2)nn1-c1ccccc1	-4	-4	-5	-23	-1.6	0	92	1	94
COc1ccccc1C(=O)NCCC(=O)N1CCN(C(C)=O)CC1	-2	-2	-1	4	-4.0	0	87	4	97
CCn1c(C)c(C(C)=O)c(N2CCCCC2)nc1=S	-1	20	11	17	-3.2	2	96	0	103

(next part)
mol	Fam108B inh	MCL1-BIM inh	BCLXL inh	VLA-4 inh	MEX-5 binding	GRK2 inh	CIT2 TOR yeast	GLD-1 TGE inh	AGP1-GFP MLPCN
CC(C)N(C(=O)CSc1nnc(NC(=O)Cc2cccs2)s1)C(C)C	-1	-2	9	8	0.1	2	89	7	94
O=C(NCCS(=O)(=O)N1CCN(c2ccccc2)CC1)c1cccc(F)c1	4	3	3	-17	4.1	3	106	0	107
CCOC(=O)C1CCCN(S(=O)(=O)c2cc3c(cc2Cl)NC(=O)CO3)C1 (centres undefined)	2	3	-3	-7	-2.2	0	109	4	105
O=C(OCC(=O)N1CCN(C(=O)c2ccco2)CC1)c1ccccc1NCCO	-2	-7	-2	5	-1.1	13	89	9	105
Nc1nnc(SCC(=O)NNC(=O)c2ccc(F)cc2)s1	nt	3	2	8	nt	6	100	3	106
CCN(CC)CCN1C(=O)c2ccccc2NC1c1cc(OC)c(OC)c(OC)c1 (centres undefined)	1	4	4	27	-3.8	1	101	-1	106
C=CCNc1nc(C(=O)OCC(=O)c2ccc(F)cc2)cs1	2	-1	5	26	1.7	0	106	8	100
CC(C)c1ccc(NC(=O)C2CCCCC2C(=O)O)cc1 (centres undefined)	-2	1	6	10	1.3	0	107	3	104
CC(C)(CO)NCc1ccccc1OCC(=O)Nc1ccccc1	3	4	4	-4	2.2	0	105	2	101
CCc1ccc(NC(=S)NCc2cccnc2)cc1	-1	-1	-1	-1	1.3	0	nt	-17	nt

Random excerpt: two compounds from above, in no set order.
mol	Fam108B inh	MCL1-BIM inh	BCLXL inh	VLA-4 inh	MEX-5 binding	GRK2 inh	CIT2 TOR yeast	GLD-1 TGE inh	AGP1-GFP MLPCN
CC(C)(CO)NCc1ccccc1OCC(=O)Nc1ccccc1	3	4	4	-4	2.2	0	105	2	101
CCc1ccc(NC(=S)NCc2cccnc2)cc1	-1	-1	-1	-1	1.3	0	nt	-17	nt

(cont.)
mol	Fam108B inh	MCL1-BIM inh	BCLXL inh	VLA-4 inh	MEX-5 binding	GRK2 inh	CIT2 TOR yeast	GLD-1 TGE inh	AGP1-GFP MLPCN
Cc1ccc(S(=O)(=O)N2CCOCC2)cc1NC(=O)COC(=O)c1cc(=O)c2ccccc2o1	0	-5	3	-1	-1.1	0	106	4	102
CCN(CC)CCN1C(=O)C(=O)/C(=C(/O)c2ccccc2)C1c1ccccc1F (centres undefined)	1	-5	5	13	2.5	2	87	-9	90
Cc1c(C(=O)N2CCC(Cc3ccccc3)CC2)sc2ncnc(N3CCC(C)CC3)c12	1	6	1	6	2.5	0	99	8	99
CCn1ccnc1CNC(=O)c1ccc2oc(CCCc3ccccc3)nc2c1	3	0	5	15	-1.3	0	92	3	95
O=C(CCSCCc1ccccn1)Nc1cccc([N+](=O)[O-])c1	0	1	1	6	1.2	2	104	3	97
CCCn1c(=N)c(S(=O)(=O)c2ccccc2)cc2c(=O)n3cccc(C)c3nc21	1	-1	3	-8	16	0	92	-5	84
CN(C)CCNc1ncnc2ccccc12	3	-2	2	-6	0.1	3	107	6	101
Cc1cc(C)cc(NC(=S)N2CCN(c3ncc(C(F)(F)F)cc3Cl)CC2)c1	1	9	9	0	-0.5	0	nt	11	nt
O=C(COC(=O)CNS(=O)(=O)c1ccccc1)Nc1ccc(Cl)cn1	-3	2	8	2	-0.1	1	113	2	110
CC(C(=O)NCc1ccc(Cl)cc1)n1cccc1C(=O)c1ccccc1 (centres undefined)	-3	8	-1	-1	-1.7	2	97	-5	94
Cc1ccc(/C=N/Nc2nc(C(C)(C)C)cs2)o1	6	13	5	0	0.1	0	99	-2	97
Cc1ccc(NC(=O)C2CC(=O)N(Cc3ccccc3)C2)nc1 (centres undefined)	-3	4	1	5	1.9	0	100	3	111
O=C1CC(c2ccc(S(=O)(=O)NCc3ccccc3)cc2)CN1 (centres undefined)	-3	-4	1	10	1.2	0	94	-3	101
O=C(CN1C(=O)CSc2ccc(S(=O)(=O)N3CCOCC3)cc21)N1CCCCC1	4	6	4	1	4.2	3	110	6	109
Cc1ncccc1C(=O)N1CCCC(CCC(=O)N2CCN(c3ccccn3)CC2)C1 (centres undefined)	-4	0	0	15	0.7	0	105	1	101
O=C(NC1CCC(O)CC1)c1cc(Cl)c2c(c1)OCCO2 (centres undefined)	nt	nt	nt	-1	nt	5	91	3	104
CC(OC(=O)C1CCN(S(=O)(=O)c2ccc(C(C)(C)C)cc2)CC1)C(=O)N1CCOCC1 (centres undefined)	0	-12	-7	0	1.3	4	99	4	113
CC1=NN(C(=S)Nc2ccccc2)C(C)(C)C1	-3	5	2	3	-1.7	0	88	-5	96
Cc1onc(-c2c(F)cccc2Cl)c1-c1nnc(-c2cccc3ccccc23)o1	7	6	7	1	-0.5	2	102	2	106
CC12CN(C(=O)c3ccc(Cl)cc3)C3(C#N)CC1CCC23C (centres undefined)	3	2	2	13	0.5	21	102	0	110
CCOC(=O)Cn1c(CN2CCOCC2)nc2c1c(=O)n(C)c(=O)n2C	-2	1	1	-11	-1.4	3	101	-4	106
